CHRM4 agonist: human M4 muscarinic receptor agonists, primary screen, CHO-K1 cells, Fluo-8 calcium fluorescence. CHO-K1 hM4/Gqi5; vehicle 0%, full acetylcholine response 100%. activation, % at 3 µM. actives 0.14% (n = 360,000). AID 624127, 2012;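 active = activation above the run mean over all test wells plus 3 SD, cut at about 32% in these data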;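 also: peak over basal fluorescence ratio per well then scaled between controls; 0% = DMSO wells and 100% = acetylcholine at EC100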
Target sequence (P08173 whole entry, looked up): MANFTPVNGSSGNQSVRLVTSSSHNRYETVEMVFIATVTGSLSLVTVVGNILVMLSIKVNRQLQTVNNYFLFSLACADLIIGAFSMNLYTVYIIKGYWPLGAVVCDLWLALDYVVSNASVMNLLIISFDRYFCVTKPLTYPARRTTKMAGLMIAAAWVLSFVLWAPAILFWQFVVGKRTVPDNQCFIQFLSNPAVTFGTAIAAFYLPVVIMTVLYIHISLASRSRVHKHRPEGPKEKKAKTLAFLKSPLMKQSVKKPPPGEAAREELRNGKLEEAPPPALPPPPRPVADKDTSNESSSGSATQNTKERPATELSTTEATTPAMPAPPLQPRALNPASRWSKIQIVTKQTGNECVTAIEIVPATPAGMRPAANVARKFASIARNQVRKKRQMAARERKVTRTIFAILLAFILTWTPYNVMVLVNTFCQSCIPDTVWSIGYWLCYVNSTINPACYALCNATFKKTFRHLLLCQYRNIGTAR
M4 PAM: human M4 muscarinic receptor positive allosteric modulators, primary screen, CHO-K1 cells, Fluo-8 calcium fluorescence. Muscarinic acetylcholine receptor M4 (Homo sapiens), P08173. CHO-K1 hM4/Gqi5, ACh EC20; 0% = ACh EC20, 100% = maximal ACh. activation, % at 3 µM. actives 0.4% (n = 360,000);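 active = activation above its plate's cutoff, the mean activation of sample wells plus 3 SD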; also: some results filed as inactive read as strong as hits
CHRM5 antagonist: human M5 muscarinic receptor antagonists, primary screen, CHO cells, Fluo-8 calcium fluorescence; Muscarinic acetylcholine receptor M5 (Homo sapiens), P08912; inhibition, % at 3 µM; CHO-hM5 cells, ACh EC80; actives 0.59% (n = 360,000);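 active = inhibition above a per-plate cutoff, the mean of that plate's test compounds plus 3 SD, cut at about 27% in these data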;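 also: 0% = acetylcholine EC80 with DMSO and 100% = DMSO without agonist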
Target sequence (P08912 whole entry, looked up): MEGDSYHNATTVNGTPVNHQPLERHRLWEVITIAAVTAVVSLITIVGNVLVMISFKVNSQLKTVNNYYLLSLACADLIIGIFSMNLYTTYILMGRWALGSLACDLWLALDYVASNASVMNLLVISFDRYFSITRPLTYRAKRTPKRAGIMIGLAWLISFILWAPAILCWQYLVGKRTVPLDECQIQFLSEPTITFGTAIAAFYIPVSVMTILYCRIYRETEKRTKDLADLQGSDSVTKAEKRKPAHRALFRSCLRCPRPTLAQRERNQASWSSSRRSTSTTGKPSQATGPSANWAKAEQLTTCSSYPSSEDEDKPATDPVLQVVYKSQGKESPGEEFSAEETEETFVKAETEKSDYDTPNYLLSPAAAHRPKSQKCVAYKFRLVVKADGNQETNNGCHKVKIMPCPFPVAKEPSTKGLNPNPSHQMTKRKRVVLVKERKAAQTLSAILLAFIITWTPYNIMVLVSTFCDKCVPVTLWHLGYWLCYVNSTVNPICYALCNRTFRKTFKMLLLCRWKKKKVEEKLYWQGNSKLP
CHO-K1 Ca antag: counter-screen for M1 antagonists: effect in parental CHO-K1 cells. ATP-induced calcium, Fluo-8 fluorescence. inhibition, % at 3 µM. actives 0.6% (n = 360,000);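 active = inhibition above a per-plate cutoff, the plate's mean sample inhibition plus 3 SD, cut at about 24% in these data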;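 also: 0% = DMSO plus EC80 ATP and 100% = DMSO alone without ATP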
M4 antag: human M4 muscarinic receptor antagonists, primary screen, CHO cells, Fluo-8 calcium fluorescence. Muscarinic acetylcholine receptor M4 (Homo sapiens), P08173. CHO-hM4 cells, ACh EC80. inhibition, % at 3 µM. actives 0.73% (n = 360,000). AID 624125, 2012;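 active = inhibition above its plate's cutoff, the mean inhibition of sample wells plus 3 SD, cut at about 27% in these data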;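 also: 0% = acetylcholine EC80 with DMSO and 100% = DMSO without agonist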
M5 ag: human M5 muscarinic receptor agonists, primary screen, CHO-K1 cells, Fluo-8 calcium fluorescence; CHO-K1 hM5 cells; 0% DMSO wells, 100% maximal acetylcholine response; Muscarinic acetylcholine receptor M5 (Homo sapiens), P08912; activation, % at 3 µM; AID 624037, 2012; actives 0.19% (n = 360,000);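 active = activation above the run's mean over test compounds plus 3 SD, cut at about 23% in these data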;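 also: signal is peak over basal fluorescence ratio across the kinetic read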
M5 PAM: human M5 muscarinic receptor positive allosteric modulators, primary screen, CHO-K1 cells, Fluo-8 calcium fluorescence | Muscarinic acetylcholine receptor M5 (Homo sapiens), P08912 | CHO-K1 hM5, ACh EC20 PAM; 0% = ACh EC20, 100% = ACh EC100 | activation, % at 3 µM | actives 0.3% (n = 360,000) | AID 624038, 2012;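 active = activation above the run cutoff, the mean activation of all test compounds plus 3 SD, cut at about 18% in these data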
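Assay system: CHO-K1 hM5 cells / Incubation: Fluo-8 loading 80 min at 37 °C plus 30 min room temperature / Technique: Fluo-8 calcium dye fluorescence, kinetic read / Repeats: single replicate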
M1 ag parental: counter-screen for M1 agonists: effect in parental CHO-K1 cells. Fluo-8 calcium fluorescence; scaled to maximal ATP response, vehicle zero. activation, % at 3 µM. actives 0.48% (n = 360,000). AID 602248, 2012; in the data active = activation above about 15%;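 also: untransfected CHO-K1 host cells lacking M1 receptor as counterscreen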
M1 PAM parental: nonselective calcium activators in parental CHO-K1 cells, primary screen, counter-screen for M1 PAM project, cell-based, Fluo-8 calcium fluorescence, full deck, 1536-well. ATP EC20; 0% at ATP EC20, 100% at ATP max. activation, % at 3 µM. actives 0.02% (n = 360,000). AID 602247, 2012;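 active = activation above the run cutoff, the mean activation of all test compounds plus 3 SD, cut at about 40% in these data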;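 also: peak over basal fluorescence ratio in a 140 s read after ATP addition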
* = called active by the depositor; / = not tested or not shown.

SMILES | CHRM4 agonist | M4 PAM | CHRM5 antagonist | CHO-K1 Ca antag | M4 antag | M5 ag | M5 PAM | M1 ag parental | M1 PAM parental
COc1ccc(CNc2ccc3c(c2)CCC3)cc1Br | 0 | 2 | 7 | -7 | 7 | -1 | -4 | 1.4 | 17
FC(F)(F)c1cccc(NC(=S)N2CCN(c3cccc(C(F)(F)F)c3)CC2)c1 | 4 | -4 | 2 | 12 | 16 | -5 | -7 | 0.3 | -3
Cc1csc(Nc2ccc(Cl)cc2)n1 | -2 | 8 | 1 | -11 | -6 | -8 | -1 | 0.2 | 11
CCC(=O)NCc1ccc2[nH]c(C)cc2c1 | 1 | -3 | 5 | -18 | -6 | 1 | 0 | 0.6 | 6
COCCCNc1oc(-c2cccs2)nc1S(=O)(=O)c1ccc(C)cc1 | 0 | -6 | 12 | -11 | 6 | -1 | 0 | 0.4 | 14
CCN(CC)S(=O)(=O)c1ccc(N=NC2=C(O)CC(C)(C)CC2=O)cc1 | 0 | -2 | 3 | -9 | -3 | -6 | -5 | 0.4 | 15
COC(=O)c1ccc(N=CC2=C(O)CC(c3ccccc3)CC2=O)cc1 (centres undefined) | 1 | 2 | 9 | 5 | -2 | 0 | -1 | -0.1 | -17
Cc1nnc(SC(C)C(=O)NC2CCCCC2)[nH]c1=O (centres undefined) | 1 | -1 | 2 | -6 | 3 | 1 | 0 | 0.1 | -4
O=C(O)c1cc(S(=O)(=O)N(Cc2ccccc2)c2ccc(Cl)cc2)ccc1Cl | 0 | 6 | 2 | -21 | -14 | -5 | 3 | 0.4 | 14
O=c1c(Cl)c(N2CCN(S(=O)(=O)c3ccccc3)CC2)cnn1-c1ccccc1 | 0 | -4 | -6 | -3 | 0 | -5 | 0 | 0.0 | 9
CCOc1ccc(NC(=S)NC(=O)/C=C/c2ccc(OC)c(OC)c2)c([N+](=O)[O-])c1 | 0 | 7 | 4 | -6 | -9 | -6 | 4 | 0.0 | 14
O=C(CN1CCN(c2ccccc2F)CC1)c1ccc2c(c1)OCO2 | 0 | -2 | 11 | 5 | 0 | -9 | 4 | 0.4 | -7
Cc1cccc(NC(=O)c2cccc(S(=O)(=O)N3CCc4ccccc4C3)c2)n1 | 10 | -8 | 13 | -4 | -3 | -1 | -11 | 1.9 | 12
CC(=O)c1ccc(OCCCC(=O)NCCc2ccc(C(F)(F)F)cc2)cc1 | 6 | -9 | -3 | -11 | 5 | 5 | -5 | 5.4 | -3
COc1ccc(S(=O)(=O)NCCC(=O)NC2CCCCCCC2)cc1 | 1 | 4 | -4 | 4 | 2 | 4 | -8 | 1.5 | -4
COCCCN1C(=O)C(CC(=O)NCc2cccc3ccccc23)CC(C(=O)N2CCCCCC2)=C1C (centres undefined) | 2 | 4 | 3 | -18 | -4 | 2 | 0 | 6.2 | 23
N#CN/C(=N\S(=O)(=O)c1ccccc1)c1ccccc1 | 0 | 1 | 4 | -4 | -10 | -1 | -1 | 0.9 | 12
CCc1ccc(CNC(=O)C2CCCN(c3nn4c(=O)cc(C)nc4s3)C2)cc1 (centres undefined) | 0 | -5 | -2 | -13 | -4 | -1 | 0 | -0.2 | 20
Cc1nnc(NC(=O)CSc2nccn2Cc2ccccc2)s1 | 2 | 6 | 2 | -5 | -4 | -6 | 3 | 1.4 | 9
CCOC(=O)c1ccc(NC(=O)c2nc[nH]c2C(=O)N(CC)CC)cc1 | 2 | 22* | 2 | -20 | -5 | 3 | 4 | 0.1 | 25
O=C(NCC1CCCO1)C1CCC(=O)N1Cc1ccccc1Cl (centres undefined) | 0 | 2 | -3 | 25* | 6 | 1 | 0 | -0.3 | -5
COc1ccc(C(=O)NC2CC3CCCC(C2)N3Cc2ccccc2)cc1OC (centres undefined) | -1 | -10 | 4 | -6 | 12 | -1 | -4 | 0.6 | 14
COc1ccc(-n2c(-c3ccc(Br)cc3)c[n+]3c2CCC3)cc1 | 0 | -14 | 0 | -2 | 9 | -10 | -5 | -0.5 | 1
CN(C)CCCn1c(N)c(C#N)c2nc(C#N)c(C#N)nc21 | 1 | -2 | -5 | -14 | 5 | -4 | 0 | 1.1 | 19
CCN(CC)C(=O)CSc1nc2sc(C)c(C)c2c(=O)[nH]1 | 2 | 15 | 0 | 15 | -18 | -1 | 6 | -0.2 | 0
(listing goes on)
SMILES | CHRM4 agonist | M4 PAM | CHRM5 antagonist | CHO-K1 Ca antag | M4 antag | M5 ag | M5 PAM | M1 ag parental | M1 PAM parental
O=C(NCc1cccc(Cl)c1)C1Cc2c(-c3ccccc3)ccnc2O1 (centres undefined) | 0 | 15 | 2 | -13 | -17 | 3 | 8 | -0.2 | 10
CCC1(c2ccc(F)cc2)NC(=O)N(CC(=O)N2CCN(C(=O)c3ccco3)CC2)C1=O (centres undefined) | 0 | 1 | 15 | -13 | -3 | 2 | 0 | 0.8 | 9
COc1ccc(C(CC(=O)Nc2ccccn2)N2Cc3ccccc3C2=O)cc1 (centres undefined) | 4 | -3 | 12 | -13 | -3 | 2 | -8 | 2.1 | -3
Cn1c(-c2cnn(-c3ccccc3)c2-n2cccc2)n[nH]c1=S | 1 | -3 | 7 | -12 | 0 | -2 | 3 | 0.2 | 7
ON1C2CCCCC2N(O)C1c1ccccc1C(F)(F)F (centres undefined) | 0 | -2 | 8 | -5 | 4 | -3 | -4 | 0.1 | -5
O=[N+]([O-])c1ccc(/C=N/n2cn[nH]c2=S)cc1 | 1 | 20 | 3 | -17 | -3 | -2 | 0 | 0.8 | 15
CC(=O)c1sc(Nc2cccc3ccccc23)nc1C | -1 | 4 | 13 | -8 | 0 | -4 | -5 | -0.2 | 12
COc1ccc(C(=O)CCC(=O)NCCc2c[nH]c3ccccc23)cc1OC | 9 | -6 | 3 | -7 | 2 | 4 | -3 | 2.8 | -3
CC(C)C[C@H]1CNC(=S)N1C[C@H]1CCCN1C[C@H](Cc1ccc(O)cc1)N1C[C@H](Cc2ccccc2)N(CCc2ccccc2)C1=S | -1 | 10 | -5 | 7 | -8 | 0 | -3 | 0.3 | 4
CC(C)Nc1nnc(SC(C)C(=O)NCc2ccc3c(c2)OCO3)s1 (centres undefined) | 2 | 4 | 7 | -11 | 1 | -3 | -3 | 0.8 | 20
Cc1noc(C)c1C(=O)Nc1cccc(S(=O)(=O)N2CCCCC2)c1 | 9 | 12 | 10 | -7 | 6 | 4 | -1 | 3.2 | 9
O=C(/C=C/c1cc(Br)ccc1F)OCC(=O)N1CCOCC1 | 1 | 4 | 10 | 12 | 0 | 3 | -4 | 5.8 | -2
CCCCC(=O)N1CC(=O)Nc2ccc(F)cc2C1c1ccc(F)cc1 (centres undefined) | 4 | -12 | 9 | -22 | 7 | -8 | -7 | 1.3 | -2
Cc1ccc(NC(=O)C2CCCN(S(=O)(=O)c3cnc[nH]3)C2)cc1F (centres undefined) | 1 | 5 | -4 | -8 | -8 | 2 | 0 | 0.5 | 24
COc1ccc(C(=O)Nc2cccc(C(C)=O)c2)cc1S(=O)(=O)N1CCOCC1 | 4 | 4 | -1 | 4 | -24 | 1 | -3 | 1.0 | 11
OCCCc1nc2n(n1)C(c1ccccc1Cl)C=C(c1cccs1)N2 (centres undefined) | 6 | -10 | 6 | -5 | 8 | 3 | -3 | 0.7 | 9
CC(C)Nc1ccc(C(CC(N)=O)NC(=O)c2ccccc2)cc1[N+](=O)[O-] (centres undefined) | 1 | -4 | -5 | -2 | 4 | 2 | 1 | 4.1 | 12
Cc1cc(=O)c2ccc(Cl)cc2[nH]1 | 1 | -1 | 9 | -11 | 1 | 1 | 3 | 0.7 | 11
O=C(Cc1ccc(Br)cc1)N1CCOCC1 | 2 | 1 | -2 | -3 | -4 | 2 | 9 | 0.7 | 16
CCCC/S(CC1CC1(Cl)Cl)=N\S(=O)(=O)c1ccc(C)cc1 (centres undefined) | 2 | 0 | 0 | -8 | -12 | -4 | 2 | 0.8 | 18
Cc1noc(C)c1COc1ccccc1C(=O)N1CCN(S(=O)(=O)c2ccccc2C(F)(F)F)CC1 | 8 | -5 | 8 | -8 | 6 | -1 | -1 | 3.1 | 2
CCOC(=O)[C@]12CCCC=C1N(CCC1=CCCCC1)C(=O)[C@H](CC(=O)N1CCCCC1)C2 | 7 | 7 | 3 | / | -2 | 3 | 7 | / | /
CN(CC(=O)NCCc1ccc(S(N)(=O)=O)cc1)CC(=O)Nc1ccc(Cl)cc1 | 0 | 6 | 10 | -7 | -1 | 3 | 11 | 1.8 | 21
CC(=O)CCC(=O)N1CCC(n2nccc2NC(=O)c2ccccc2C)CC1 | 1 | 2 | -11 | 10 | -3 | -1 | 2 | -0.1 | -9
Cn1c(CCN2CCCCC2)nc2cc(NS(=O)(=O)c3ccc(Cl)cc3)ccc21 | 1 | -6 | 3 | 6 | 0 | -7 | -2 | 0.4 | -6
Continued:
SMILES | CHRM4 agonist | M4 PAM | CHRM5 antagonist | CHO-K1 Ca antag | M4 antag | M5 ag | M5 PAM | M1 ag parental | M1 PAM parental
CC(=O)Nc1ccc(N2CCOCC2)c(S(=O)(=O)Nc2ccccc2Cl)c1 | 3 | 2 | -1 | 2 | -12 | 0 | 1 | 1.4 | 5
COc1cc(C=NNc2ccccc2)ccc1OC(=O)c1ccccc1 | 2 | 0 | 4 | -14 | -16 | 0 | -4 | 0.5 | 13
O=C(NCCN1CCCC1)c1ccc2c(c1)N(Cc1cccc(Cl)c1)C(=O)c1ccccc1S2(=O)=O | 3 | 3 | 2 | -14 | -8 | -7 | 5 | 1.7 | 10
Nc1cc(-c2ccc(Cl)cc2)nn1S(=O)(=O)c1ccc(Cl)cc1 | -1 | 7 | 1 | 8 | -22 | -1 | -1 | -0.5 | 2
Cc1ccc(C(=O)NC(Cc2ccccc2C(F)(F)F)C(=O)O)cc1 (centres undefined) | 0 | 2 | 4 | -17 | 4 | 1 | 0 | 0.8 | 15
COc1cc(COc2ccc3c(C)c(Cc4ccccc4)c(=O)oc3c2)cc(OC)c1OC | 0 | 2 | -5 | 4 | 3 | -1 | 8 | 0.2 | 16
Cn1c(SCC(=O)NCCN2C(=O)CSC2=O)nnc1-c1ccccc1 | 1 | 6 | 4 | -3 | -6 | -2 | -2 | 1.1 | 25
COc1ccc(-c2ccc(SCC(=O)Nc3nnc(C)s3)nn2)cc1 | 1 | 5 | -4 | -21 | -1 | -2 | 3 | 1.1 | 12

Ordered by the number under CHRM4 agonist (largest number first): 4 of the compounds above
Molecule,CHRM4 agonist
CC(=O)Nc1ccc(N2CCOCC2)c(S(=O)(=O)Nc2ccccc2Cl)c1,3
COc1cc(C=NNc2ccccc2)ccc1OC(=O)c1ccccc1,2
Cn1c(SCC(=O)NCCN2C(=O)CSC2=O)nnc1-c1ccccc1,1
COc1cc(COc2ccc3c(C)c(Cc4ccccc4)c(=O)oc3c2)cc(OC)c1OC,0

Another view of part of the listing above.
Every second line gives: CHRM4 agonist, M4 PAM, CHRM5 antagonist, CHO-K1 Ca antag, M4 antag, M5 ag, M5 PAM, M1 ag parental, M1 PAM parental
- CC(C)Nc1ccc(C(CC(N)=O)NC(=O)c2ccccc2)cc1[N+](=O)[O-] (centres undefined)
→ 1, -4, -5, -2, 4, 2, 1, 4.1, 12
- Cn1c(CCN2CCCCC2)nc2cc(NS(=O)(=O)c3ccc(Cl)cc3)ccc21
→ 1, -6, 3, 6, 0, -7, -2, 0.4, -6
